Giardia FBPA inh: qHTS Assay for Inhibitors of Fructose-1,6-bisphosphate Aldolase from Giardia Lamblia. purified Giardia FBPA. Potency, µM (series often up to 59.6 µM), inactives show at the top dose activity, negative = inhibition, actives largely listed as inhibitors. 0.71% of 290,000 active; also: potency is read from the fitted curve at half-maximal effect; nearly all actives have a fitted effect of over 55% in size
Target sequence (A8B2U2 whole entry, looked up): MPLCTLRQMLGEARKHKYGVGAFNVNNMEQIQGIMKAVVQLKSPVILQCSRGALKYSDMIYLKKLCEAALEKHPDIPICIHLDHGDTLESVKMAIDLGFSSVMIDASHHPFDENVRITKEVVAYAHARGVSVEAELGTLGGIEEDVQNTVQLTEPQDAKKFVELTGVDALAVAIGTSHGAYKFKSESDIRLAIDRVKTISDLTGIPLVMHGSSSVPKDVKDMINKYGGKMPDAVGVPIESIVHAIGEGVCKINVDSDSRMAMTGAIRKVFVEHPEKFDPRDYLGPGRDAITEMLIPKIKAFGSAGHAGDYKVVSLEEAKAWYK
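Giardia FBPA (40 nM reagent) was preincubated 10 min at RT with compound (up to 57.5 uM final), then substrate plus GAPDH/TPI/NAD/arsenate coupling system with diaphorase/resazurin was added; resorufin fluorescence (525/598 nm) was read after 20 min.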
AmpC inh detg: qHTS Inhibitors of AmpC Beta-Lactamase (assay with detergent); AmpC hydrolysis of nitrocefin, absorbance 480 nm, 0.01% Triton; Potency, µM (highest dose often 114 µM), inactives show at the highest dose activity change, negative = inhibition, usual class: inhibitors; P00811; 0.041% of 370,000 active;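 also: potency is read from the fitted curve at half-maximal effect; 0% = no-compound wells and -100% = no-enzyme wells; nearly all actives have a fitted effect of over 25% in size; some results filed as inactive show a strong effect at the top dose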
Target sequence (P00811 whole entry, looked up): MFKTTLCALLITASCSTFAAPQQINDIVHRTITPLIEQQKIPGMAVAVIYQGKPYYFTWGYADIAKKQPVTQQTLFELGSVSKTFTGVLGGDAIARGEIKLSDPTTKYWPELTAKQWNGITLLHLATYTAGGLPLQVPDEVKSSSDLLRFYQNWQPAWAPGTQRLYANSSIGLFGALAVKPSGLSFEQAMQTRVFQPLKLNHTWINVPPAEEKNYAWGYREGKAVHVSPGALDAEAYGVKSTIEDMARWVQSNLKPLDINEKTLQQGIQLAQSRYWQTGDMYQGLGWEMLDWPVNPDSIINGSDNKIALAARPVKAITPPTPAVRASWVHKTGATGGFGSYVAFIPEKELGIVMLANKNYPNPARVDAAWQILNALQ
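20 mM phosphate pH 7.0 + 0.01% (detergent screen) or 0.0001% Triton X-100; 5.3 nM AmpC reagent; cpd preinc 15 min RT; nitrocefin (800 uM stock) to start; A480 q20 s × 4 min; Activity was normalised to no-enzyme and no-compound control wells.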
Sm TGR inh: qHTS Assay for the Inhibitors of Schistosoma Mansoni Peroxiredoxins | Schistosoma mansoni thioredoxin glutathione reductase (TGR), Q962Y6 | purified TGR, DTNB reduction, TNB absorbance 405 nm | Potency, µM (doses to about 114 µM), without a hit: top-dose activity change, negative = inhibition, actives largely listed as inhibitors | 3% of 360,000 active | AID 485364, 2010; also: potency is read from the fitted curve at half-maximal effect; nearly all actives have a fitted effect of over 60% in size
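First, TGR (20 nM dispensed) and NADPH were mixed with compound. Second, a 15 min room-temperature incubation followed. Third, further NADPH and then DTNB were added to start the reaction. Finally, TNB absorbance was monitored kinetically.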
HCV inh: qHTS Assay for Inhibitors of Hepatitis C Virus (HCV) | Potency, µM (highest dose often 41.8 µM), without a hit: at the highest dose activity change, negative = inhibition, hits mostly inhibitors | AID 651820, 2012 | 3.4% of 340,000 active | Huh7.5.1 HCVcc-Cre infection, luciferase reporter, 44 h; also: potency is read from the fitted curve at half-maximal effect
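Whole-lifecycle infectious HCVcc-Cre system; cells 1,000/well, compound then virus (~0.5 moi) added 4 h after plating, 44 h culture. Luciferase read 15 sec following 15 min substrate incubation, room temp.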
HCMV antiviral: qHTS Assay for inhibitors of the human cytomegalovirus (HCMV); 4.5% of 410,000 active; activity change, negative = inhibition, % at 57.5 µM; HFF cells, HCMV-luciferase reporter, 72 h; stronger effect = lower value; AID 1259415, 2018; in the data active = activity change below about -60%; inconclusive = no clear call, values can overlap the other calls; inactive = above about -39%
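Screen run at 2 compound doses on HFFs infected with reporter HCMV, MOI 1 PFU/cell. Luciferase activity from cell lysates at 72 h post infection gave inhibition relative to buffer-only and Salinomycin wells.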
AMA1 RON2 block: qHTS for Inhibitors of AMA1-RON; Towards Development of Antimalarial Drug Lead: Primary Screen; AlphaScreen AMA1-biotinylated RON2 peptide binding; Potency, µM (doses to about 58.2 µM), for the others: at the top dose activity change, negative = inhibition, actives largely listed as inhibitors; 0.2% of 360,000 active;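 also: potency is read from the fitted curve at half-maximal effect; 0% = vehicle wells and -100% = peptide control; nearly all actives have a fitted effect of over 45% in size; some results filed as inactive show a strong effect at the top dose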
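AMA1 (3D7) with his tag at 25 nM final met compounds first, then biotinylated RON2 peptide at 25 nM; detection used donor plus acceptor beads, 10 µg/mL apiece, read by AlphaScreen after 30 min at room temperature.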
* marks the source's active call; other numbers are inactive results; ? = inconclusive; · = no result given; [ ] = dose if it differs, or a comment. Unless noted, calls follow the shape of the dose curve; as a rule, active = well fitted curve in the direction sought with a large enough effect; inconclusive = small, poorly fitted or top-dose-only effect, or another doubt; inactive = no such curve, though single readings can be large; an effect the other way counts as inactive or inconclusive. Unless noted, % is scaled to controls: 0 for no effect and ±100 for the full control effect.

#	compound	Giardia FBPA inh	Sm TGR inh	HCV inh
1	CC(C(=O)N1CCOCC1)N1C(=O)C2C3C=CC(C4CC34)C2C1=O (configuration not stated)	0%	·	23%
2	Cc1ccc(C2(C)NC(=O)N(CC(=O)NC(=O)NCCC(C)C)C2=O)cc1 (configuration not stated)	-7%	-19%	-5%
3	Cc1ccnc(NC(=O)c2cccc(NC(=O)c3ccccc3C)c2)c1	11%	-14%	-23%
4	Cc1ccc(N2CC(NC(=O)Cc3cccs3)CC2=O)cc1 (configuration not stated)	·	-1%	·
5	Cc1ccc(-c2cc(C(=O)Nc3ccc(S(=O)(=O)N4CC(C)OC(C)C4)cc3)[nH]n2)c(O)c1 (configuration not stated)	-6%	0%	4%
6	Cc1cc(C)c2nc(-c3cccnc3)cc(C(=O)Nc3ccc(S(=O)(=O)Nc4onc(C)c4C)cc3)c2c1	1%	-4%	14%
7	COc1ccc2oc(-c3ccccc3)c(C(=O)O)c2c1	11%	11%	16%
8	CC[C@@]1(C(=O)OC)N[C@H](CN(C)C(=O)Nc2ccc(C)cc2)[C@@H]2C(=O)N(C)C(=O)[C@@H]21	·	·	?
9	CC1(c2nnc(Cc3ccccc3)o2)CC(c2ccc([N+](=O)[O-])cc2)=NO1 (configuration not stated)	3%	6.3µM*	?
10	CCC1Oc2ccc(C)cc2N(CC(=O)N2CCN(c3ccccc3OC)CC2)C1=O (configuration not stated)	·	-8%	·
11	C[C@H](NC(=O)[C@@H]1CSC2c3ccccc3C(=O)N21)C(=O)NC1CCCC1 (some centres not stated)	·	-1%	16%
12	O=C(Cn1ccc([N+](=O)[O-])n1)N1CCc2ccccc21	5%	-8%	?
13	CCC(=O)N1CCN(c2ccc(NC(=O)COc3ccc(C)cc3C)cc2)CC1	-6%	-8%	?
14	COc1ccccc1NC(=O)/C(=N/OCc1ccc(F)cc1)C(C)=O	1%	-10%	-6%
15	O=C(N/C(=C\c1cccc([N+](=O)[O-])c1)C(=O)N1CCOCC1)c1cccc(Br)c1	3%	9%	-3%

#	AMA1 RON2 block	AmpC inh detg	HCMV antiviral
1	-6%	3%	-40
2	2%	-21%	31
3	8%	1%	33
4	·	3%	76
5	87%[activator]	-1%	?
6	-18%	?	-10
7	4%	5%	48
8	7%	·	40
9	-11%	8%	-22
10	·	9%	0
11	-7%	-5%	10
12	-12%	-8%	-13
13	-25%	-14%	-14
14	-8%	3%	-14
15	-4%	-3%	17

(more compounds)
#	compound	Giardia FBPA inh	Sm TGR inh	HCV inh
16	CC1CCCCN1S(=O)(=O)c1ccc2[nH]c(=O)cc(C(=O)NCCc3ccc(Cl)cc3)c2c1 (configuration not stated)	·	18%	·
17	COc1ccc(S(=O)NC2CCCCC2)c(OC)c1C (configuration not stated)	7%	-17%	4%
18	COc1ccc(CC(=O)Nc2c3c(nn2-c2ccccc2C)CS(=O)C3)cc1 (configuration not stated)	-2%	-3%	-15%
19	COc1ccccc1-c1c(NC(=O)c2ccco2)n(C)c2ccccc2c1=O	-2%	-7%	10%
20	CC(OC(=O)CNC(=O)c1ccc(Cl)cc1)C(=O)NC1CCCCC1C (configuration not stated)	·	-7%	10%
21	C[C@H]1C=C(C(=O)N2CCN(Cc3ccc4c(c3)OCO4)CC2)O[C@@H](OCc2ccc(CO)cc2)C1	-2%	?	35%[activator][8.37 µM]
22	Nc1nc2ccccc2n1CCOc1ccccc1Cl	-4%	7%	?
23	CCCCCOC(=O)Nc1ccc(S(=O)(=O)Nn2cnnc2)cc1	11%	-26%[11.4 µM]	20%
24	Cc1ccc(NC(=O)c2noc3c2CC(C(C)(C)C)CC3)cc1 (configuration not stated)	-2%	-4%	11%
25	CC(=O)c1ccc(N2CCN(S(=O)(=O)c3c(C)nc4sc(C)cn4c3=O)CC2)cc1	·	-2%	·
26	CCN(CC)S(=O)(=O)c1ccc(C(=O)N2CCc3ccccc32)cc1	-1%	0%	-4%
27	CS(=O)(=O)c1ccc(-c2sc3cc4c(cc3c2C(=O)NN2CCOCC2)OCO4)cc1	·	·	24%
28	Cn1c(=O)c2[nH]c(N3CCOCC3)nc2n(-c2ccccc2)c1=O	0%	5%	12%
29	Cc1nc(C)c(-c2ccc(SCc3ccccc3C)nn2)s1	10%	4%	?
30	Cc1ccc2c(c1)CC1(CN2C)C(=O)NC(=O)N(c2cc(C)ccc2C)C1=O (configuration not stated)	-17%	-34%	14%

#	AMA1 RON2 block	AmpC inh detg	HCMV antiviral
16	·	8%	-18
17	-2%	?	8
18	-2%	5%	6
19	-13%	-3%	-28
20	-5%	?	-6
21	21%	5%	-22
22	-2%	-1%	-19
23	-2%	?	48
24	-10%	1%	3
25	·	-8%	1
26	0%	-7%	88
27	-6%	·	-14
28	-12%	7%	-24
29	-4%	-9%	-15
30	12%	-14%	34

(continued)
#	compound	Giardia FBPA inh	Sm TGR inh	HCV inh
31	CC(C)(C)OC(=O)C1C(=O)CC(C)(O)C(C(=O)OC(C)(C)C)C1c1cccnc1 (configuration not stated)	2%	0%	18%
32	COC(=O)CCCC(=O)N1CCCC(CCC(=O)NCc2ccc(F)c(F)c2)C1 (configuration not stated)	-16%	-1%	4%
33	Cc1cccc(C(=O)NCc2nnc(SCC(=O)NC3=NCCS3)n2C)c1	-23%	9%	24%
34	COc1ccc(C(=O)NCCCNC(=O)c2cc3ccccc3[nH]2)cc1OC	-17%	8%	6%
35	Cc1sc2ncnc(N3CCC(C(=O)Nc4ccc(F)cc4Cl)CC3)c2c1C	·	1%	11µM*
36	NC(=O)c1ccccc1N/C=C/C(=O)c1ccco1	-4%	?	-7%
37	COc1ccc(C(=O)/C=C2/C(=O)Nc3ccccc32)cc1OC	-4%	-28%	?
38	Cc1ccc(C(=O)Nn2cnc3scc(-c4cccs4)c3c2=O)c(O)c1	-3%	-19%	1%
39	CC1O[C@@H]2O[C@](O[C@H](C)CC[C@@H](C)O)(c3ccccc3)O[C@@H]2C[C@H]1O (some centres not stated)	·	-4%	?
40	Cc1cc(Nc2cccc(C)c2C)n2cnnc2n1	·	-6%	·
41	Cc1c(N=C2SCC(=O)N2/N=C/c2ccccc2Cl)c(=O)n(-c2ccccc2)n1C	1%	-1%	-2%
42	Cc1ccc(OCc2nnc(SCC(=O)CC(=O)Nc3ccccc3)o2)cc1	-6%	2%	-4%
43	COc1cccc(NC(=O)/C=C/c2ccccc2[N+](=O)[O-])c1	-19%	2%	?
44	CCOC(=O)CC(=O)CSc1nc2c(c(C)c1C#N)CCC2	1%	2%	-4%
45	NC1=NC(=O)S/C1=C\c1ccc(O)cc1	0%	-15%	8%

#	AMA1 RON2 block	AmpC inh detg	HCMV antiviral
31	-7%	-6%	-19
32	-9%	-2%	9
33	-6%	3%	-2
34	2%	-8%	81
35	0%	3%	-22
36	4%	?	60
37	0%	9%	48
38	?	1%	45
39	7%	3%	13
40	·	17%	12
41	-9%	-3%	32
42	76%[activator]	?	41
43	3%[2.32 µM]	2%	77
44	28%	-14%	-9
45	7%	-7%	67

4 records picked at random from those above:
#	compound	Giardia FBPA inh	Sm TGR inh	HCV inh
45	NC1=NC(=O)S/C1=C\c1ccc(O)cc1	0%	-15%	8%
36	NC(=O)c1ccccc1N/C=C/C(=O)c1ccco1	-4%	?	-7%
31	CC(C)(C)OC(=O)C1C(=O)CC(C)(O)C(C(=O)OC(C)(C)C)C1c1cccnc1 (configuration not stated)	2%	0%	18%
32	COC(=O)CCCC(=O)N1CCCC(CCC(=O)NCc2ccc(F)c(F)c2)C1 (configuration not stated)	-16%	-1%	4%

#	AMA1 RON2 block	AmpC inh detg	HCMV antiviral
45	7%	-7%	67
36	4%	?	60
31	-7%	-6%	-19
32	-9%	-2%	9

The list goes on.
#	compound	Giardia FBPA inh	Sm TGR inh	HCV inh
46	CCC(CC)=N/N=C/c1c(O)n(CC)c2cc(C3=NNC(=O)CC3)ccc12	-22%	?	?
47	CCn1cc(C(=O)N2CCN(c3ccc(F)cc3)CC2)c2cc(OC)c(OC)cc2c1=O	5%	3%	-10%
48	COc1ccc(-c2cc3ncc(C(=O)c4cc([N+](=O)[O-])ccc4O)cn3n2)cc1	·	3%	·
49	O=C(N/N=C/c1cn(-c2ccccc2)nc1-c1cccnc1)c1ccc(F)cc1	-1%	0%	?
50	CC(NS(=O)(=O)OCC(Cl)(Cl)Cl)c1ccc(Br)cc1 (configuration not stated)	15%	0%	8%
51	CN(CC(=O)NCc1ccco1)CC(=O)Nc1ccc(F)c(F)c1F	·	·	8%
52	CCCNC(=O)CN(C)S(=O)(=O)c1c(C)cc(C)cc1C	5%	-21%	-5%
53	O=C(CSc1nccn1Cc1ccco1)Nc1cc(C(F)(F)F)ccc1Cl	·	3%	·
54	CCC(=O)Nc1cccc(C(=O)/C=C/c2ccc(F)cc2)c1	-7%	?	10µM*
55	c1ccc2sc(NC3=NCN(CC4CCCO4)CN3)nc2c1 (configuration not stated)	-1%	2%	-5%
56	CC(/C=N\NC(=O)c1ccc(C)nc1)=C\c1ccccc1	3%	-19%	-7%
57	Cc1cccc2cc(C(c3nnnn3CC3CCCO3)N3CCOCC3)c(=O)[nH]c12 (configuration not stated)	3%	-2%	14%
58	COc1cc(/C=N/NC(=S)NCc2ccccc2)ccc1OCC#N	9%	-4%	12%
59	CC(C)C(C(=O)NCC1CCCO1)N(Cc1ccco1)C(=O)CNS(=O)(=O)c1ccccc1 (configuration not stated)	-5%	?	-4%
60	Cc1ccc(NNC(=O)c2c(F)cccc2Cl)cc1Cl	-9%	12%	18%
61	O=C(/C=C/c1ccccc1)NNC(=O)c1cccs1	4%	-18%	7%
62	CCc1ccccc1NC(=O)CN(C)C(=O)COC(=O)c1c(Cl)cccc1Cl	·	-6%	?

#	AMA1 RON2 block	AmpC inh detg	HCMV antiviral
46	-9%	-4%	19
47	-11%	5%	-9
48	·	5%	-9
49	-3%	3%	-28
50	8%	?	9
51	67%[activator]	·	-5
52	-6%	0%	-2
53	·	-4%	-23
54	0%	1%	-99*
55	-2%	1%	3
56	15%	?	-37
57	10%	?	40
58	-10%[2.32 µM]	-13%	-18
59	-7%	-9%	-3
60	-8%	0%	-39
61	79%[activator]	5%	-20
62	-7%	-4%	-37

Limited to AmpC inh detg and Giardia FBPA inh, for some of the entries so far:
nr | molecule | AmpC inh detg | Giardia FBPA inh
57 | Cc1cccc2cc(C(c3nnnn3CC3CCCO3)N3CCOCC3)c(=O)[nH]c12 (configuration not stated) | ? | 3%
58 | COc1cc(/C=N/NC(=S)NCc2ccccc2)ccc1OCC#N | -13% | 9%

No enrichment for hits (roughly 9.3% active in at least one column).
